Bioassay records from PubChem BioAssay.
Statin myotox sup = protects C2C12 myotubes from simvastatin toxicity | ATP luminescence, 48 h; scaled: DMSO 0, geranylgeraniol control 100 | rescue of ATP level, % at 7.49 µM | 330,000 tested, 0.78% active | AID 602340;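 active = mean ATP rescue above about 67%, or every replicate alone reaching that limit, limit read from the data, passing the limit was not always enough; inconclusive = no clear call, values can overlap the other calls; inactive = mean under the limit and some replicate under it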;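 also: myotubes were challenged with 10 µM simvastatin during compound exposure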
S100A4 inh HTS = blocks human S100A4 binding to myosin IIA peptide | P26447 | S100A4/TAMRA-MyoIIA peptide fluorescence polarization | inhibition, % at 10.7 µM | 360,000 tested, 0.14% active | AID 652163;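 active = mean inhibition of at least 70% across replicates, with every replicate also reaching that level; inconclusive = mean inhibition reaches 70% but some replicates fall short; inactive = mean inhibition below 70%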
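Compound dosing: one dose per compound; test system: human S100A4 monomer with TAMRA-labelled myosin IIA peptide; probe or stimulus: TAMRA-labelled myosin IIA heavy-chain peptide probe, 5 nM; medium: HEPES buffer with Ca2+, pH 7.2; schedule: 5 min incubation before reading; benchmarks: neutral control DMSO, positive control TFP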
ERp5 block = inhibitors of human ERp5 | ERp5 insulin aggregation, absorbance 650 nm, 90 min | inhibition, % at 9.99 µM | Q15084 | 350,000 tested, 0.05% active;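 active = mean replicate inhibition above about 25%, with every replicate also reaching it, limit read from the data, passing the limit was not always enough; inconclusive = only one of those two criteria met; inactive = neither criterion met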
Target sequence (Q15084 whole entry, looked up): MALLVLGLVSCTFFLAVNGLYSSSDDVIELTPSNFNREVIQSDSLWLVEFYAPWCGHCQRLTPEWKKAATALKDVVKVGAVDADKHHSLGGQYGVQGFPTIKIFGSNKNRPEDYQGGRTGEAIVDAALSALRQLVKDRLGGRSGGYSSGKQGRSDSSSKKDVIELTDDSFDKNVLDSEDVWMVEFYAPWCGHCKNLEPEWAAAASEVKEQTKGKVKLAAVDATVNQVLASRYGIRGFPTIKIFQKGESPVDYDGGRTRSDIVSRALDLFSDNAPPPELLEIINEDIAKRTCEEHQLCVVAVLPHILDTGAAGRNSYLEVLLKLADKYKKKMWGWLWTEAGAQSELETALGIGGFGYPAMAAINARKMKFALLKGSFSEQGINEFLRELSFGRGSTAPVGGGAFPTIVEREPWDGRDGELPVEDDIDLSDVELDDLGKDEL
E-selectin induc = E-selectin induction on HUVECs. P16581. HUVEC E-selectin immunofluorescence imaging; normalized: neutral wells 0, TNF-alpha wells 100. activation, % at 7.58 µM. 260,000 tested, 0.37% active;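 active = mean E-selectin-positive cell signal at least 10% of the positive control, reached in at least 60% of replicates, without over 20% cell loss; inconclusive = no rule given, readout overlaps actives, possibly toxicity-flagged; inactive = the rest, including those meeting only one limit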;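 also: in these data hits start at about 27%; measured in HUVEC primary endothelial cells; signal is the percent of cells scored E-selectin positive by PE staining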
Target sequence (P16581 whole entry, looked up): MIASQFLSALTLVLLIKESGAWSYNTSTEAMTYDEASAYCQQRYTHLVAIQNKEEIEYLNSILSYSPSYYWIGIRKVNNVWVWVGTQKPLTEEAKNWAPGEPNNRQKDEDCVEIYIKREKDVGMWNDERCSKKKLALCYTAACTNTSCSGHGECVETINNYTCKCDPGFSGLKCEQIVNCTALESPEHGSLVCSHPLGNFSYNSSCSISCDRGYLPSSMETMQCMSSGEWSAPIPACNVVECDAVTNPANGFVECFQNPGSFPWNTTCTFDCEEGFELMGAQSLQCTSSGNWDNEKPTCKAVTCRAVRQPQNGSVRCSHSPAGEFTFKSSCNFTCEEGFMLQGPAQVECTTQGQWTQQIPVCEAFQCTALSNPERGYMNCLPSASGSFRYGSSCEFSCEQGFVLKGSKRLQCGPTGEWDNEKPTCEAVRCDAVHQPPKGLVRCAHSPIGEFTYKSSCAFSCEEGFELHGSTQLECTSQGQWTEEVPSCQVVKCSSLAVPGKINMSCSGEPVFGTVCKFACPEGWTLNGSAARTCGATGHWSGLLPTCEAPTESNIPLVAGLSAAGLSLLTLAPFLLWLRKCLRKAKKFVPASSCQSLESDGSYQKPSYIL
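Assay system: HUVEC, human umbilical vein endothelial cells / Amount: 3,000 HUVEC/well / Controls: TNF-alpha positive control, DMSO neutral control / Compound dosing: single concentration / Medium: EGM-2 over gelatin coat / Evaluation: percent E-selectin-positive cells / Signal: immunofluorescence imaging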
PglD inh = inhibitors of Campylobacter jejuni PglD acetyltransferase. AID 602405. inhibition, % at 12.5 µM. purified PglD enzyme, DTNB colorimetric CoA detection. 360,000 tested, 0.098% active; in the data active = inhibition above about 16%, passing the limit was not always enough; inconclusive = no clear call, values can overlap the other calls; also: strong numbers were not always called active
SIRT5 inh = sirtuin-5 (human) deacylase inhibition; inhibition, % at 15 µM; Q9NXA8; AID 652115; Purified SirT5, succinyl-peptide AMC, trypsin-coupled fluorescence; 330,000 tested, 1.1% active; in the data active = inhibition above about 15%; inconclusive = no clear call, values can overlap the other calls
DENV2 CPE rescue = inhibitors of DENV2 cytopathic effect | DENV2-infected cells, cytopathic effect rescue, plate reader | CPE inhibition, % at 9.99 µM | 350,000 tested, 1.7% active; in the data active = CPE inhibition above about 20%, passing the limit was not always enough; inconclusive = no clear call, values can overlap the other calls; tested in BHK-21 cells;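 also: 0% = median of neutral control wells and 100% = median of positive control wells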
Active calls of the source: *; ? = inconclusive; nt = no result given; & = joins results of further samples. Not all compounds are listed (hit frequency here may not be typical).

SMILES	Statin myotox sup	S100A4 inh HTS	ERp5 block	E-selectin induc	PglD inh	SIRT5 inh	DENV2 CPE rescue
COc1ccc(NC(=O)c2ccccc2NC(=O)c2ccccc2C(=O)O)c(OC)c1	-3	-3	0	0.8	2	-6	-5
CCN(CC)S(=O)(=O)c1ccc(N2CCOCC2)c(NC(=O)c2ccccc2F)c1	nt	-6	-7	nt	nt	1	10
O=C(NCCc1ccc2c(c1)OCCO2)c1cc(S(=O)(=O)N2CCCC2)ccc1Cl	3	-2	-4	-0.1	11	-4	1
CCN(CC(=O)Nc1c(F)cccc1F)C(=O)CNC(=O)c1cccs1	19	87*	-4	-1.1	1	-1	3
CC(C)N1CC2(CC(c3ccccc3C(F)(F)F)=NO2)CN1C(=O)c1ccco1 (stereo not drawn)	-2	-8	-4	8.2	nt	1	0
CSCCC(NC(N)=O)C(=O)Nc1ccc2ccccc2c1 (stereo not drawn)	nt	-9	2	nt	nt	-1	-10
COC(=O)C(NC(=O)CCC(=O)NC(C(=O)OC)c1ccccc1)c1ccccc1 (stereo not drawn)	-2	2	-2	0.0	-3	nt	4
Cc1ccc2[nH]c(=O)c(C(c3nnnn3CC3CCCO3)N3CCOCC3)cc2c1 (stereo not drawn)	0	10	0	nt	-1	15	nt
CC(C)OC(=O)Cc1nc2sc(-c3ccccc3)cc2c(=O)[nH]1	6	3	1	0.2	6	3	-3
CC(C)CC#Cc1cnc2c(c1)C(=O)N([C@@H](C)CO)C[C@@H](C)[C@H](CN(C)C(=O)c1cccnc1)O2	7	-2	-4	-0.4	3	-3	-2
COc1ccc(CC(=O)NNC(=O)CCc2ccccc2)cc1OC	nt	1	2	nt	nt	-6	nt
CN1CCN(C(=O)C[C@H]2C=C[C@H](NC(=O)Cc3ccccn3)[C@H](CO)O2)CC1	2	13	0	-0.3	-3	3	-4
O=C(COC(=O)c1c[nH]c(=O)[nH]c1=O)Nc1ccccc1F	nt	-3	-2	nt	nt	1	5
S=C(NCCc1ccccc1)N1CCn2cccc2C1c1cccnc1 (stereo not drawn)	nt	4	3	3.3	nt	4	-8
O=C(C[C@H]1CC[C@H]2[C@@H](COC[C@@H](O)CN2S(=O)(=O)c2ccccc2F)O1)N1CCC(Cc2ccccc2)CC1	8	-4	5	0.2	5	6	2
O=Nc1c(O)c2ccccc2c2ccccc12	-25	1	6	-0.4	-1	3	-8
O=C(COC(=O)c1cc(Br)ccc1O)Nc1ccc2c(c1)OCCO2	8	2	0	nt	-8	-4	-4
O=C(c1ccc2c(c1)OCO2)N1CC[C@@H]2[C@H](CO)Nc3ccc(C#Cc4ccccc4)cc3[C@@H]21	1	nt	nt	0.7	-1	nt	-15
Cc1ccc2[nH]c3c(=O)n(CCCN4CCN(C)CC4)cnc3c2c1	-23	0	nt	nt	-1	nt	nt
COc1cccc(NC(=O)c2nc(S(C)(=O)=O)ncc2Cl)c1	-178	-7	-3	nt	3	-5	-7
C[C@@H]1CCCCO[C@H](CN(C)Cc2ccncc2)[C@H](C)CN([C@@H](C)CO)C(=O)c2cc(NC(=O)Nc3ccc(F)cc3)ccc2O1	28	nt	nt	0.1	0	nt	?
CCCNC(=O)NC(C)C12CC3CC(CC(C3)C1)C2 (stereo not drawn)	14	-1	-1	nt	0	-6	-1
Cc1ccc(S(=O)(=O)c2nc(S(C)(=O)=O)sc2N2CCC(O)CC2)cc1	16	2	4	-0.1	3	1	0
Cc1nc2ccc(NC(=O)c3ccc(Cl)s3)cc2s1	-16	-4	-10	nt	-4	nt	-7
CC(=O)Nc1ccc(N2C(=O)CC(Sc3nccc(C)n3)C2=O)cc1 (stereo not drawn)	-15	0	-2	0.1	-1	-1	16
CCOC(=O)c1c(N)sc(C(=O)OCCOC)c1C	nt	-8	5	nt	nt	2	nt
CC(C)(C)c1nnc(NS(=O)(=O)c2cc(Cl)ccc2Cl)s1	8	-4	0	nt	-8	1	-4
Cc1noc(C)c1NC(=O)N(C)C[C@@H]1Oc2ccc(NC(=O)CCN3CCOCC3)cc2C(=O)N([C@H](C)CO)C[C@H]1C	nt	-4	-15	-9.9	0	-1	?
O=C(COC(=O)/C=C/c1cccc(Cl)c1Cl)Nc1ccc2[nH]c(=O)[nH]c2c1	2	0	3	2.3	1	-1	-1
O=c1cc(CSc2nnc(COc3cccc4ccccc34)o2)c2ccccc2[nH]1	nt	-3	-4	nt	nt	0	8
CCOC(=O)C1=C(CC)Nc2ccccc2N=C1N	nt	-2	-1	2.6	nt	-4	1
O=C(Cc1ccc(-n2c(=O)c3ccccc3n(Cc3ccccc3Cl)c2=O)cc1)NCC1CCCO1 (stereo not drawn)	0	-2	6	-0.2	nt	-6	14
CC(=O)N(C)C[C@@H]1[C@@H](c2ccccc2)[C@H](CO)N1C(=O)C1CC1	10	-2	0	1.0	-1	-1	-7
O=C(Nc1ccc2oc(=O)ccc2c1)c1ccc2ccccc2c1	nt	-5	21	nt	1	1	-1
O=C(CSc1ccccc1)NCCc1ccccc1	3	-6	2	-0.2	0	-1	?
CCOC(=O)C1CCNC(=O)C1=O (stereo not drawn)	nt	-4	2	0.1	nt	0	9
CC1(C(=O)O)CCCN1C(=O)c1ccccc1OC(F)(F)F (stereo not drawn)	8	0	3	0.9	8	-1	-9
CCOC(=O)C(=Cc1ccc(-n2cncn2)cc1)C(=O)OCC	8	-20	0	0.3	-5	-10	3
O=C(CSc1nc2ccccc2n1Cc1ccccc1Cl)N/N=C/c1ccccc1C(=O)O	-1	-4	4	0.1	nt	6	-2
Cc1ccc(NC(=O)c2ccc(S(=O)(=O)NCc3cccnc3)cc2)c(C)c1	24	12	-1	nt	6	-2	0
CCc1c(O)nc(SCC(=O)c2ccccc2)n(-c2ccccc2)c1=O	7	-2	-5	0.1	-9	2	2
C[C@@H]1CCCCO[C@@H](CN(C)S(=O)(=O)c2cn(C)cn2)[C@@H](C)CN([C@H](C)CO)C(=O)c2cc(NC(=O)Cc3ccccc3)ccc2O1	nt	nt	nt	-0.1	4	nt	-1
COc1ccc(Cc2nnc(NC(=O)c3ccc(F)cc3)s2)cc1OC	13	3	-3	nt	-1	0	4
CCCC1CC(CCc2ccccc2)OS(=O)(=O)N1 (stereo not drawn)	95*	-7	0	0.3	-9	2	40*
CCCC(C)NC(=O)Cc1ccc(S(=O)(=O)N2CCOCC2)s1 (stereo not drawn)	11	-9	-4	0.4	2	-4	?
O=C(Cc1ccccc1)NNC(=O)c1ccccc1C(=O)O	nt	2	-2	nt	-1	-2	-2
Cc1ccc(C(=O)Cn2c(-c3ccccc3)noc2=O)cc1	9	2	-2	nt	-3	1	1
CSc1ccc(C=NNc2ccc(S(=O)(=O)Nc3ccccc3C(=O)O)cc2[N+](=O)[O-])cc1	3	-5	2	-0.3	-6	1	3
COc1ccc(S(=O)(=O)N2C[C@H](O)COC[C@@H]3O[C@@H](CC(=O)N[C@@H]4CCN(Cc5ccccc5)C4)CC[C@H]32)cc1	11	4	0	-0.1	-2	-7	0
Cc1cc(C(=O)COc2ccc(C#N)cc2)c(C)n1C1CC1	-17	2	0	0.2	0	1	4

Next part:
SMILES	Statin myotox sup	S100A4 inh HTS	ERp5 block	E-selectin induc	PglD inh	SIRT5 inh	DENV2 CPE rescue
COc1ccc(CCN(C)CC(O)COC(c2ccc(F)cc2)c2ccc(F)cc2)cc1OC (stereo not drawn)	18	1	2	0.1	-2	-10	-3
O=C(CN1c2ccccc2Sc2ccccc21)N/N=C/c1ccc(Cl)cc1	nt	-3	2	nt	10	-6	5
COc1ccc(-c2nc3ccc(Br)cn3c2CC(C)(C)C)cc1OC	10	-3	-6	-0.1	-1	-2	10
CC(C)(C)NC(=O)C(c1ccc(-c2ccccc2)cc1)n1c(=O)c(-c2ccccc2)nc2ccccc21 (stereo not drawn)	nt	-10	16	-0.1	nt	-5	-11
COC(=O)CCC(=O)OC	-2	-6	2	nt	4	-3	-8
CCNc1nc(SCC(=O)OC)nc(N(C)C)n1	nt	-4	9	nt	nt	-1	1
CC(C)C(NC(=O)OCc1ccccc1)C(=O)NC(Cc1c[nH]c2ccccc12)C(=O)O (stereo not drawn)	nt	-2	-4	0.1	nt	1	-4
COc1cc(CNc2ncnc3c2ncn3[C@H]2CN(Cc3cccs3)C[C@@H](CO)O2)cc(OC)c1OC	-7	-5	-6	-0.1	-5	nt	-10
O=C(Cc1ccncc1)NCC[C@@H]1CC[C@H](NC(=O)C2CCOCC2)[C@@H](CO)O1	-1	23	2	-0.1	0	-1	-8
CCOC(=O)c1sc(NC(=O)C2CC2)cc1C	-29	1	5	-0.5	-1	4	10
COc1cccc(CNC(=O)COc2cccc3c2OC(C)(C)C3)c1	-15	9	-1	0.0	4	-3	3
COc1ccc(-c2ccc([C@@H]3[C@H]4CNCC(=O)N4[C@H]3CO)cc2)cc1	nt	-3	3	-0.5	nt	0	-4
S=c1[nH]nc(C2CCCCC2)n1/N=C/c1c(Cl)cccc1Cl	-18	-1	2	-0.2	3	1	2
O=C(Cc1ccccc1)N1CCN=C1SCc1ccc([N+](=O)[O-])cc1	nt	-6	-4	-0.1	-1	-3	19
O=C(NC1CCN(C(=O)Nc2ccccc2Cl)CC1)c1cccc(F)c1	-12	1	0	nt	-1	-2	-5
N#Cc1c[nH]n2c(=O)c3c(nc12)CCC3	nt	4	9	nt	nt	0	-2
CC(C)C#Cc1cnc2c(c1)C(=O)N([C@@H](C)CO)C[C@H](C)[C@@H](CN(C)C(=O)CN1CCOCC1)O2	-2	?	0	0.3	0	10	4
O=C(CSc1nc(-c2ccco2)cc(C(F)(F)F)n1)NCCCn1ccnc1	-12	8	1	0.0	-4	2	2
CCc1ccc(-c2nc(CS(=O)CC(=O)NCCCN3CCC(C)CC3)c(C)o2)cc1 (stereo not drawn)	-42	-34	1	nt	-3	-4	4
CCCCOC(=O)c1nc[nH]c1C(=O)OCCCC	nt	2	5	0.0	nt	0	nt
C[C@H](CO)N1C[C@H](C)[C@H](CN(C)Cc2ccc3c(c2)OCO3)Oc2ncc(Br)cc2C1=O	nt	-2&-3	3&-2	nt	2&3	-1&2	0&-2
CCN(CC)S(=O)(=O)c1ccc(N2CCCC2)c(NC(=O)C2CCCCC2)c1	nt	0	-4	3.0	nt	-26	1
CC(C(c1cccs1)c1c(N)n(C)c(=O)n(C)c1=O)[N+](=O)[O-] (stereo not drawn)	nt	4	nt	nt	nt	-3	3
CCNC(=O)/C=C/c1ccccc1[N+](=O)[O-]	9	-2	2	31*	nt	0	-3
O=C(CN1C(=O)NC2(CCCc3ccccc32)C1=O)NCC(F)(F)F (stereo not drawn)	nt	-1	2	0.1	nt	-1	-6
CCSC1=C(C#N)C(c2cccc(O)c2)CC(=O)N1 (stereo not drawn)	6	0	-3	0.6	-2	-3	9
C=CCNc1nc2c(c(=O)n(C)c(=O)n2C)n1CC(=C)C	2	-7&2	-1	-1.8	-3&4	-1	2
CCOCCn1c(=O)c2c(nc3n2CCCN3Cc2ccccc2)n(C)c1=O	-7	-4	3	nt	4	0	-4

Entries of single compounds, looked up by structure.
CC(C(c1cccs1)c1c(N)n(C)c(=O)n(C)c1=O)[N+](=O)[O-] (stereo not drawn) in the list: Statin myotox sup: nt; S100A4 inh HTS: 4; ERp5 block: nt; E-selectin induc: nt; PglD inh: nt; SIRT5 inh: -3; DENV2 CPE rescue: 3
C[C@H](CO)N1C[C@H](C)[C@H](CN(C)Cc2ccc3c(c2)OCO3)Oc2ncc(Br)cc2C1=O in the list: Statin myotox sup: nt; S100A4 inh HTS: -2&-3; ERp5 block: 3&-2; E-selectin induc: nt; PglD inh: 2&3; SIRT5 inh: -1&2; DENV2 CPE rescue: 0&-2
